FLuc counter: firefly luciferase modulation, counter-screen for miR-21 project. purified FLuc, Km substrates, luminescence inhibition. Potency, µM (highest dose often 57.5 µM), without a hit: at the top dose activity change, negative = inhibition, actives largely listed as inhibitors. 360,000 tested, 6.9% active. AID 588342; active = well fitted inhibition curve with a large enough effect; inconclusive = small, poorly fitted or top-dose-only effect;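 note: plate controls were vehicle for no effect and reference inhibitor for full effect; nearly all actives have a fitted effect of over 55% in size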
Target sequence (P08659 whole entry, looked up): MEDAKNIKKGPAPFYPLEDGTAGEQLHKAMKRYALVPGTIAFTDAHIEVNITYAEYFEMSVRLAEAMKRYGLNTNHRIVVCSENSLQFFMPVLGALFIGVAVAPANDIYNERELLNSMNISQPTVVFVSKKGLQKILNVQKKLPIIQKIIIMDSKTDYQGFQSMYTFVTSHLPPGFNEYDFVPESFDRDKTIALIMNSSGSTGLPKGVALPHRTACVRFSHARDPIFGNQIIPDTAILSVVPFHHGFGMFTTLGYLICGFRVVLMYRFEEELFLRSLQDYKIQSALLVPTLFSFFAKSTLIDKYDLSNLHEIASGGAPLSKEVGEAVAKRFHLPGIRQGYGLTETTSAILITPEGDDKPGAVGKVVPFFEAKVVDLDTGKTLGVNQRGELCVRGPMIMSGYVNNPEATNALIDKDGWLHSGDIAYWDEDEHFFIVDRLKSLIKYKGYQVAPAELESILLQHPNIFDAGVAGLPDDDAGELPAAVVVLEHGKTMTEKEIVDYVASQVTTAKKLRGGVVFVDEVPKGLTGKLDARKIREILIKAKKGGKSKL
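Purified P. pyralis luciferase (10nM final) with 10uM D-luciferin and 10uM ATP (Km levels) in 50mM Tris acetate pH 7.5, 10mM Mg acetate, 0.01% Tween-20, 0.05% BSA; qHTS 6-point titration, ~60 µM downward; luminescence read.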
* = called active by the depositor. Potency is the fitted concentration of half-maximal effect. This is a subset. The share of hits here may be higher or lower than overall.

For CCn1c(/C(C#N)=C/c2ccccc2Cl)nc2ccccc21 the results were FLuc counter 5.4µM*.
O=C(Nc1nnc(S(=O)(=O)N2CCCc3ccccc32)s1)c1ccccc1Cl was read as FLuc counter 3%.
`CCSc1nnc2c(n1)OC(c1ccc(C)cc1)N(C(C)=O)c1ccccc1-2` (configuration not stated) gave FLuc counter -2%.
COc1ccc(OCC(=O)Nc2ccc3c(c2)nc(CCNC(=O)c2ccco2)n3C)cc1 was read as FLuc counter -5%.
For CCCOc1ccc(C2=NC(c3ccc(F)cc3)=Nc3ccc(OC)cc3N2)cc1 the results were FLuc counter -17%.
`CC(C)(C)C1CCc2c(sc3nc(-c4cc5ccccc5oc4=O)[nH]c(=O)c23)C1` (configuration not stated) gave FLuc counter -13%.
`CC(=O)Nc1nonc1-c1nnc(SCC(=O)Nc2cc(C)cc(C)c2)n1C` gave FLuc counter -2%.
For Cc1nc(C)c(-c2ccc(SCC(=O)Nc3ccc(Cl)c(Cl)c3)nn2)s1 the results were FLuc counter inconclusive.
CC1=C(C(=O)Nc2ccccc2)C(c2ccc(Br)cc2)n2nc(CCCO)nc2N1 (configuration not stated) was read as FLuc counter 1%.
`Cc1cc(Br)ccc1NC(=O)c1sc2nc3n(c(=O)c2c1C)CCCC3` gave FLuc counter -14%.

6 compounds drawn at random from those above, as already listed:
`CC(=O)Nc1nonc1-c1nnc(SCC(=O)Nc2cc(C)cc(C)c2)n1C` gave FLuc counter -2%.
`Cc1cc(Br)ccc1NC(=O)c1sc2nc3n(c(=O)c2c1C)CCCC3` gave FLuc counter -14%.
CC1=C(C(=O)Nc2ccccc2)C(c2ccc(Br)cc2)n2nc(CCCO)nc2N1 (configuration not stated) was read as FLuc counter 1%.
For CCn1c(/C(C#N)=C/c2ccccc2Cl)nc2ccccc21 the results were FLuc counter 5.4µM*.
COc1ccc(OCC(=O)Nc2ccc3c(c2)nc(CCNC(=O)c2ccco2)n3C)cc1 was read as FLuc counter -5%.
`CCSc1nnc2c(n1)OC(c1ccc(C)cc1)N(C(C)=O)c1ccccc1-2` (configuration not stated) gave FLuc counter -2%.

The list goes on.
Screening Cc1ccc(S(=O)(=O)C(CNC(=O)COc2ccccc2)c2ccco2)cc1 (configuration not stated) returned FLuc counter -7%.
For COCCc1nn2c(=O)cc(COC(=O)c3ccc(OC)c(OC)c3)nc2s1 the results were FLuc counter -2%.
`CCCN(c1ccccc1CC)S(=O)(=O)c1ccc2c(c1)CC(C)N2C(=O)C1CC1` (configuration not stated) gave FLuc counter -9%.
`Cc1sc2c(c1C)c(=O)n(CCc1ccccc1)c(=O)n2Cc1ccccc1Cl` gave FLuc counter -1%.
`COc1ccc(CNC(=O)Cc2c(C)c3c(cc(C)c4c(C)coc43)oc2=O)cc1` gave FLuc counter -3%.
For CCCCC(Sc1nc2cc3c(cc2c(=O)n1CCCC(=O)NCc1ccc(OC)cc1)OCO3)C(=O)OCC (configuration not stated) the results were FLuc counter -2%.
CCc1nnc2c3ccccc3nc(N3CCN(c4cc(Cl)ccc4C)CC3)n12 was read as FLuc counter -8%.
Screening CCOC(=O)c1noc2ncn(Cc3cccc(C#N)c3)c(=O)c12 returned FLuc counter -1%.
For Cc1ccc(C(=O)NCC(c2ccc3c(c2)OCO3)N2CCOCC2)cc1C (configuration not stated) the results were FLuc counter -6%.
Screening Cc1ccc(-n2ncc(C(=O)NCCN3CCC(Cc4ccccc4)CC3)c2C2CCN(C(=O)OC(C)(C)C)CC2)cc1 returned FLuc counter -8%.
For CC(C)c1ccc(C2Sc3ccccc3NC3=C2C(=O)c2ccccc23)cc1 (configuration not stated) the results were FLuc counter 6µM*.
For COc1cccc(NC(=O)Nc2ccc3nc(N4CCN(C)CC4)cc(C)c3c2)c1 the results were FLuc counter 12µM*.
`CCc1ccc(CNC(=O)c2cnc3sc(N4CCCC4)nn3c2=O)cc1` gave FLuc counter -2%.
For CC(C)CCNC(=O)CN1C(=O)c2cccnc2Oc2ccccc21 the results were FLuc counter -5%.
`CCOC(=O)c1ccc2c(c1)N(Cc1ccc(F)cc1Cl)C(=O)c1ccccc1S2(=O)=O` gave FLuc counter -7%.
Cc1ccc(OCc2nc(-c3ccc(C(=O)N4CCN(c5ccccc5F)CC4)cc3)oc2C)cc1 was read as FLuc counter -10%.
COc1ccc(C2=C(Nc3ccc(Br)c(C)c3)c3ccccc3C2=O)cc1 was read as FLuc counter -1%.
For Cc1ccc(C)c(NS(=O)(=O)c2ccc3c4c(cccc24)C(=O)N3)c1 the results were FLuc counter -14%.
COCCCNC(=O)c1sc2ncccc2c1-n1cccc1 was read as FLuc counter 5%.
Screening Cc1ccc(C)c(Cn2c3ccccc3c3cnn(CC(=O)NCc4ccccc4)c(=O)c32)c1 returned FLuc counter 0%.

Of the compounds above, these contain a furan ring, fused or not:
COc1ccc(OCC(=O)Nc2ccc3c(c2)nc(CCNC(=O)c2ccco2)n3C)cc1 was read as FLuc counter -5%.
Screening Cc1ccc(S(=O)(=O)C(CNC(=O)COc2ccccc2)c2ccco2)cc1 (configuration not stated) returned FLuc counter -7%.
`COc1ccc(CNC(=O)Cc2c(C)c3c(cc(C)c4c(C)coc43)oc2=O)cc1` gave FLuc counter -3%.

Further entries:
Screening Cc1ccc(Nc2ccc(N3CCN(C(=O)c4ccc([N+](=O)[O-])cc4)CC3)nn2)cc1 returned FLuc counter 3%.
For COC(=O)c1ccc(C2Nc3c(C)cccc3-c3cc(C)nn32)cc1 (configuration not stated) the results were FLuc counter 2%.
For O=C(CSc1nnc(-c2ccccc2F)o1)Nc1ccccc1Cl the results were FLuc counter 1%.
Screening Cc1ccc(Cl)cc1N1CCN(C(=O)C2CCN(S(=O)(=O)c3c(C)noc3/C=C/c3ccccc3F)CC2)CC1 returned FLuc counter 2%.
For CC(=O)Nc1cccc(NC(=O)CSc2cn(CC(=O)N3CCCCCC3)c3ccccc23)c1 the results were FLuc counter -10%.
For Cc1cc(OCC(=O)Nc2ccc(-c3nc4cc(Cl)ccc4o3)cc2)cc(C)c1Cl the results were FLuc counter -5%.
For CCc1cccc(NC(=O)CCn2nc(C)cc2C)c1 the results were FLuc counter 3%.
`COc1ccccc1CNC(=O)C1CCN(S(=O)(=O)c2ccc3c(ccn3C)c2)CC1` gave FLuc counter 4%.
Oc1ccc(/C=C/c2nc(-c3ccccc3O)n(-c3ccccc3)n2)c(O)c1 was read as FLuc counter inconclusive.
COc1ccc(CCNC(=O)c2cc3c(-c4ccc(OC)c(OC)c4)nn(C)c3s2)cc1OC was read as FLuc counter inconclusive.
For COc1ccc(NC(=O)Cc2noc3ccc(C)cc23)cc1Cl the results were FLuc counter -4%.
For Cc1ccc(CNC(=O)c2ccc(CS(=O)(=O)Cc3ccc(F)cc3)o2)cc1 the results were FLuc counter -2%.
CCOC(=O)c1cnn(-c2ccc(C(=O)Nc3cccc(C(C)=O)c3)cc2)c1N was read as FLuc counter -1%.
Screening CC(C)c1nc2ccc(C(=O)NCc3ccccc3Br)cc2o1 returned FLuc counter -12%.
`Cn1c2ccccc2c2c(C(=O)N3CCN(c4ccc(F)cc4)CC3)cn(C3CCCCC3)c(=O)c21` gave FLuc counter -3%.
`COc1cc(C(=O)N2CCC(c3ccncc3)CC2)cc(OC)c1OC` gave FLuc counter -1%.
Screening CCOc1ccc(N(CC)C(=O)c2cc3c(s2)-c2ccccc2OC3)cc1 returned FLuc counter -5%.
For CCCOc1ccccc1C(=O)N1CCCCC1CCN1CCOCC1 (configuration not stated) the results were FLuc counter 0%.
For COc1ccc(CNC(=O)CCc2c(C)c3cc4c(C)c(C)oc4cc3oc2=O)cc1 the results were FLuc counter -7%.
For CCN(CC)c1cc2c(cc1F)c(=O)c(S(=O)(=O)c1ccccc1)cn2C the results were FLuc counter 5%.
Screening CCOC(=O)c1ccc(N2CCN(c3cccc(OC)c3)CC2)c(NC(=O)Nc2ccc(OCC)cc2)c1 returned FLuc counter -1%.
COCCCNC(=O)C1CCN(c2nc3ccc(Cl)cc3[nH]2)CC1 was read as FLuc counter 6%.
Screening Cc1ccc(NS(=O)(=O)c2cc(-c3cnc(C4CC4)o3)ccc2C)cc1Cl returned FLuc counter inconclusive.
For Cc1ccc(NS(=O)(=O)c2ccc3[nH]c4c(c3c2)CCCC4)cc1N(C)C the results were FLuc counter -11%.
`COc1ccc(C)cc1NC(=O)c1cc(S(=O)(=O)NCCC2=CCCCC2)ccc1F` gave FLuc counter -2%.
Clc1ccccc1CNc1ncnc2c1nc1n2CCCC1 was read as FLuc counter 7%.
For Cc1ccc(-c2onc(C)c2C)cc1S(=O)(=O)N1CCC(C)CC1 the results were FLuc counter -20%.
Screening Cc1ccc2nc(/C(C#N)=C/c3ccc(-c4cccc(Cl)c4)o3)[nH]c2c1 returned FLuc counter -17%.
Screening Cc1cc(C)cc(C(=O)NCCc2csc(-c3ccc(C(F)(F)F)cc3)n2)c1 returned FLuc counter -4%.
COc1cc2c(cc1OC)C(COc1ccc3c(C)cc(=O)oc3c1)N(C(=O)C(C)C)CC2 (configuration not stated) was read as FLuc counter 1%.
For Cc1ccc(OCCCCn2c(CCNC(=O)C(C)(C)C)nc3ccccc32)cc1 the results were FLuc counter -2%.
Screening CCOc1cc(C2CC(=O)Nc3c2c(C)nn3-c2nc(C)cc(C)n2)ccc1O (configuration not stated) returned FLuc counter 3%.
`O=C(CSc1ccc2nnc(CCNS(=O)(=O)c3ccccc3)n2n1)Nc1ccccc1C(F)(F)F` gave FLuc counter -6%.
`CCOc1ccc(-n2ccnc2SCC(=O)Nc2ccc(OC)cc2OC)cc1` gave FLuc counter -14%.
Screening Cc1cccc(N2CCN(CCCNc3ncnc4onc(-c5ccc(F)cc5)c34)CC2C)c1 (configuration not stated) returned FLuc counter -6%.
CCOc1ccccc1C1C(C(=O)Nc2ccccc2)=C(C)Nc2c(C(=O)Nc3ccc(F)cc3)cnn21 (configuration not stated) was read as FLuc counter -2%.
Cc1cc(C)c2c(=O)cc(C(=O)NCc3ccc(S(N)(=O)=O)cc3)oc2c1 was read as FLuc counter 1%.
Screening CCCc1nn2c(=O)cc(COC(=O)c3cccc(NC(=O)COc4ccccc4C)c3)nc2s1 returned FLuc counter inconclusive.
For CCc1cccc(CC)c1NC(=O)CN(C)S(=O)(=O)c1ccc2c(c1)n(C)c(=O)c(=O)n2C the results were FLuc counter 0%.
For O=C(NCc1ccc(F)cc1)c1cnc(N2CCCCC2)c2ccccc12 the results were FLuc counter -6%.
Screening CCCc1cc(=O)n2[nH]c(NC(=O)c3ccc(C(C)(C)C)cc3)nc2n1 returned FLuc counter inconclusive.
Screening COc1ccc(C(=O)NCc2cn3ccc(C)cc3n2)cc1 returned FLuc counter 5%.
Screening COc1ccc(-c2nc3n(n2)C(c2ccc(O)cc2)C(C(=O)Nc2cccnc2)=C(C)N3)cc1OC (configuration not stated) returned FLuc counter -13%.
Cc1ccc2nc(-c3ccc(Cl)c(NC(=O)COc4ccc(C(C)C)cc4)c3)oc2c1 was read as FLuc counter 11µM*.
Cc1ccc(C2c3c(-c4ccccc4O)n[nH]c3C(=O)N2CCc2ccccc2)cc1 (configuration not stated) was read as FLuc counter 4%.
O=C1C(=O)N(C2CCN(C(=O)c3ccc(F)cc3)CC2)CCN1Cc1ccc(F)cc1 was read as FLuc counter -1%.
`Cc1ccc(N2CC(C)Cn3c2nc2c3c(=O)n(Cc3cccc(Cl)c3)c(=O)n2C)cc1` (configuration not stated) gave FLuc counter -1%.
`O=C(Nc1ccc(NC(=O)c2cc3ccccc3o2)cc1)c1ccccc1` gave FLuc counter -1%.
COc1cc(C(=O)NCc2ccc3c(c2)CCN3C(=O)c2ccncc2)cc(OC)c1OC was read as FLuc counter -10%.
`Cc1ccc(C)c(N2CCN(C(=O)Cn3nc(Cc4cccnc4)c4ccccc4c3=O)CC2)c1` gave FLuc counter -15%.

Structural class: those above containing bromine.
CC1=C(C(=O)Nc2ccccc2)C(c2ccc(Br)cc2)n2nc(CCCO)nc2N1 (configuration not stated) was read as FLuc counter 1%.
`Cc1cc(Br)ccc1NC(=O)c1sc2nc3n(c(=O)c2c1C)CCCC3` gave FLuc counter -14%.
COc1ccc(C2=C(Nc3ccc(Br)c(C)c3)c3ccccc3C2=O)cc1 was read as FLuc counter -1%.
Screening CC(C)c1nc2ccc(C(=O)NCc3ccccc3Br)cc2o1 returned FLuc counter -12%.

Going on with the list:
Cc1c(CCC(=O)NCCc2ccccc2F)c(=O)oc2cc(O)ccc12 was read as FLuc counter -18%.
Screening COc1ccc(CCNC(=O)c2cc3c(=O)n(C)c4ccccc4c3s2)cc1OC returned FLuc counter -9%.
Screening COc1ccc(NC(=O)CSc2nncn3c2cc2occc23)c(OC)c1 returned FLuc counter -14%.
Screening CCC12CN3CC(C)(CN(C1)C3c1c(C)n(C)c3ccccc13)C2=O (configuration not stated) returned FLuc counter -2%.
Cc1ccc(Nc2sc(C(=O)c3ccccc3)c(N)c2C(=O)Nc2ccc(Cl)cc2)cc1 was read as FLuc counter 5%.

Screens: PubChem, National Center for Advancing Translational Sciences (NCATS)
